# IMP-1 inh: IMP-1 metallo-beta-lactamase inhibitors, primary screen, biochemical, epi-absorbance readout, Pseudomonas aeruginosa enzyme. purified IMP-1, nitrocefin hydrolysis, epi-absorbance fluorescence. metallo-beta-lactamase IMP-1 (Pseudomonas aeruginosa). inhibition, % at 5.6 µM. actives 0.45% (n = 290,000);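 active = inhibition above the mean plus 3 SD of all compounds in the same screening run, cut at about 4.5% in these data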;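 note: 0% = IMP-1 with DMSO and 100% = DMSO wells lacking enzyme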
#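 System: purified IMP-1 / Input: IMP-1 dispensed at 0.2 nM / Medium: 50 mM HEPES pH 7.1, 50 µM ZnSO4, 0.05% Brij 35 / Timing: 15 min enzyme–compound preincubation, then 25 min nitrocefin reaction, 25 °C / Technique: plate fluorescence quenching by hydrolysis product, ex 480/em 530 nm / Repeats: singlicate testing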
# PfM18AAP inh: PfM18AAP inhibitors, malaria aminopeptidase, primary screen, biochemical, QFRET, recombinant enzyme; M18 aspartyl aminopeptidase (Plasmodium falciparum 3D7); inhibition, % at 7.35 µM; actives 1.2% (n = 290,000); H-Glu-NHMec fluorogenic cleavage;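 active = inhibition above the campaign mean inhibition over all tested compounds plus 3 SD, cut at about 28% in these data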;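 note: 0% = plate median of test compound wells and 100% = 2 mM ZnCl2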
# VIM-2 inh: VIM-2 metallo-beta-lactamase inhibitors, primary screen, biochemical, epi-absorbance readout, Pseudomonas aeruginosa enzyme | purified VIM-2, nitrocefin hydrolysis, epi-absorbance fluorescence | inhibition, % at 5.6 µM | actives 0.89% (n = 290,000);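 active = inhibition above the mean of all tested compounds plus 3 SD, cutoff set per screening run, cut at about 7.5% in these data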;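 note: red hydrolysis product quenches plate fluorescence so inhibitors raise well fluorescence; 0% = enzyme with DMSO and 100% = DMSO without enzyme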
# NS3 helicase inh: inhibitors of HCV NS3 helicase, primary screen, biochemical, Cy5 molecular beacon fluorescence; Hepatitis C virus NS3 helicase; NS3 helicase DNA unwinding; inhibition, % at 10.9 µM; actives 0.56% (n = 290,000); AID 1800, 2009;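 active = inhibition above the mean of all tested compounds plus 3 SD, set per campaign, cut at about 35% in these data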;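 note: 0% = DMSO wells and 100% = thioflavine S control wells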
#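 test system = hepatitis C virus NS3 helicase domain fragment enzyme | reagent = annealed dual-labelled DNA beacon duplex, ATP-started | times = 1 h at 25 °C | detection = Cy5 fluorescence, 0 and 60 min reads | read-out basis = percent inhibition from t60/t0 fluorescence ratio | control set = DMSO and thioflavine S | replication = one well per compound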
# MEKK2mut PB1 HTS: MEK5 binding signal on mutant MEKK2 PB1, primary screen, biochemical, multiplex bead flow cytometry, Alexa488-MEK5; Alexa488-MEK5 binding to MEKK2 mutant; percent response, % at 10 µM; actives 0.35% (n = 290,000); AID 1530, 2009; in the data active = percent response above about 24%, passing the limit was not always enough; note: inactives centre near 1; some results filed as inactive read as strong as hits
# SUMO HTRF inh: inhibitors of in vitro SUMOylation cascade, primary screen, biochemical, HTRF, uHTS; HTRF SUMOylation assay, SAE1/SAE2 + UBC9; SUMO-conjugating enzyme UBC9 (Homo sapiens), P63279; AID 2006, 2009; actives 0.36% (n = 290,000); inhibition, % at 35 µM; in the data active = inhibition above about 50%, passing the limit was not always enough; inconclusive = no clear call, values can overlap the other calls; note: strong numbers were not always called active
# Target sequence (P63279 whole entry, looked up): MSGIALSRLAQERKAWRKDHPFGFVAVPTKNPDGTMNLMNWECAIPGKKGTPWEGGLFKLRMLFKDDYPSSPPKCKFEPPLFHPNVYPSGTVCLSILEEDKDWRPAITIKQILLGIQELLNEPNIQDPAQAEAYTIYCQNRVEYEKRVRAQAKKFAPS
# NALP1 yeast inh: NALP1 inflammasome inhibitors in reconstituted yeast, colorimetric, S. cerevisiae, triplicate retest; S. cerevisiae NALP1/ASC/caspase-1 growth, X-gal OD620, 72 h; inhibition, % at 10 µM; actives 0.61% (n = 280,000); in the data active = inhibition mostly above about 24%, no sharp cut-off; inactive = mostly below about 32%; note: some compounds called inactive have numbers as strong as hits
# FID counter: compounds displacing fluorescent DNA intercalator, primary screen, artefact control for HCV NS3 helicase inhibitor project, biochemical, FID fluorescence | AID 1845, 2009 | inhibition, % at 7.9 µM | DNA fluorescent intercalator displacement | actives 0.17% (n = 290,000); in the data active = inhibition above about 37%;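 note: 0% = vehicle and 100% = reference compound; higher means more ethidium bromide displaced from hairpin DNA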
# MEKK2 WT-MEK5: modulators of MEK5 binding to wildtype MEKK2, primary screen, biochemical, multiplex bead flow cytometry, Alexa488-MEK5. AID 1531, 2009. Mitogen-activated protein kinase kinase kinase 2 (Homo sapiens), Q9Y2U5. binding response (% of control), % at 10 µM. Alexa488-MEK5 binding to MEKK2 WT; actives lie on both sides. actives 1.1% (n = 290,000); in the data active = binding response below about 67% or above about 130%; inconclusive = no clear call, values can overlap the other calls; inactive = in between
# * marks the source's active call; other numbers are inactive results; u = inconclusive; x = not tested or not shown; [ ] = remark or other dose.
SMILES,IMP-1 inh,PfM18AAP inh,VIM-2 inh,NS3 helicase inh,MEKK2mut PB1 HTS,SUMO HTRF inh,NALP1 yeast inh,FID counter,MEKK2 WT-MEK5
CCn1nc(C)c(NC(=O)CCCSc2nc(-c3ccco3)cc(C(F)(F)F)n2)c1C,-6.1,-3,-0.4,10,5,4,33,-35,103
CC1Cc2ccccc2N1C(=O)C1CCN(S(=O)(=O)c2cccs2)CC1 (stereo not drawn),-1.9,-3,-2.0,-4,-10,2,2,-2,91
COc1ccc(CC(=O)n2[nH]c(=O)c3ccccc3c2=O)cc1OC,0.2,3,0.8,6,-32,-5,11,-6,71
O=c1cc(CN2CCOCC2)c2c(ccc3ccccc32)o1,-1.3,0,-1.6,11,2,10,13,-2,102
COc1ccc(N2C3=C(CC4=C2CCCC4=O)C(=O)CCC3)cc1,-0.6,8,-0.6,28,3,84,3,-3,99
COc1cccc(CCC(=O)N2CCC(n3nccc3NC(=O)CC(C)C)CC2)c1,-1.6,-6,-2.0,7,10,2,3,-29,103
COc1ccccc1CNC(=O)CCCOc1cc(=O)n(C)c2ccccc12,-2.5,2,0.0,-5,2,22,5,-18,101
COc1ccc(C(=O)n2cnc3ccccc32)cc1[N+](=O)[O-],-0.2,-1,-1.6,1,12,16,7,-2,113
O=C(c1cc(-c2ccccc2Cl)on1)N1CCN(C(=O)c2ccco2)CC1,-1.4,-1,-3.6,4,2,-16,7,-23,91
Nc1ccccc1C(=O)N(Cc1ccccc1)Cc1ccccc1,1.4,-1,-1.8,2,7,12,10,-31,102
CCOC(=O)N1CCC(NC(=O)Cn2cc3c(n2)CCCC3)CC1,-1.3,-6,1.5,-9,6,-8,17,5,104
CCOc1ccc2c(c1)c1nnc(SCC(=O)NC3CC3)nc1n2C,-2.5,-3,3.2,2,10,15,10,-26,105
COc1cccc(CN(CC(=O)NC2CCCCC2)C(=O)c2csnn2)c1,-1.2,1,2.4,13,-5,-7,2,-31,96
O=C(Nc1ccccc1)/C(=C/c1ccc(F)cc1)NC(=O)c1ccco1,-1.7,4,-1.9,0,4,20,7,-6,105
Cc1ccc(N(C)C(=O)c2cc(S(=O)(=O)N3CCCC3)cn2C)cc1,-1.3,2,-2.5,15,-4,-4,20,-24,102

# The final two records of the section above come first, to join the parts.
SMILES,IMP-1 inh,PfM18AAP inh,VIM-2 inh,NS3 helicase inh,MEKK2mut PB1 HTS,SUMO HTRF inh,NALP1 yeast inh,FID counter,MEKK2 WT-MEK5
O=C(Nc1ccccc1)/C(=C/c1ccc(F)cc1)NC(=O)c1ccco1,-1.7,4,-1.9,0,4,20,7,-6,105
Cc1ccc(N(C)C(=O)c2cc(S(=O)(=O)N3CCCC3)cn2C)cc1,-1.3,2,-2.5,15,-4,-4,20,-24,102
COc1ccc(CN(Cc2cc3cc4c(cc3[nH]c2=O)OCO4)C(=O)NC2CCCCC2)cc1,-0.9,-2,0.6,-3,3,1,29,0,97
CCN(CC)Cc1c(C(=O)N/N=C/c2ccc(OCc3ccccc3C)cc2)nnn1-c1nonc1N,0.3,-13,-0.3,-35,-3,-28,24,14,90
O=C1CCC(c2ccccc2)=NN1Cc1c(F)cccc1Cl,-0.6,-7,0.2,-6,-10,4,-5,-15,95
CCOc1ccc(-n2c(=O)[nH]cc(C(=O)N3CCc4ccccc43)c2=O)cc1,-3.6,-1,-1.5,1,3,15,13,-16,102
CSc1nnc(C)c(/C=C/NOCc2cccc(F)c2)n1,-3.3,3,1.2,0,-4,-4,11,3,99
CC(=O)Nc1ccc(S(=O)(=O)C(C#N)c2nc3ccccc3nc2NCCO)cc1 (stereo not drawn),-2.2,-10,-0.7,-5,-1,39,14,2,99
CCC(=O)Nc1ccc(C(=O)CSc2nc(N)cc(N)n2)cc1,-2.4,23,-1.1,7,1,16,x,-2,91
COc1ccc2c(C)cc(SCC#N)nc2c1,-4.8,-10,1.9,0,38*,-7,13,-3,58*[inhibitor]
CN(CC(=O)Nc1ccc(F)c(F)c1)S(=O)(=O)c1cccs1,-1.1,3,-0.3,2,2,8,17,-5,99
CCN(CC)c1ccc2c(-c3ccc(S(=O)(=O)O)cc3S(=O)(=O)[O-])c3ccc(=[N+](CC)CC)cc-3oc2c1,104*,5,104*,51*,-6,u,-3,x,96
CC(=O)Nc1ccc(C(=O)N(C2=NC(C)CS2)c2ccc(Cl)cc2)cc1 (stereo not drawn),-2.2,2,-2.3,-10,5,5,9,-30,105
CCOC(=O)c1c(C)n(C)c2ccc(O)c(CN3CCC(C)CC3)c12,-1.1,-1,-3.2,-12,-8,5,6,1,98
O=C1CCC(C(=O)N2CCCC2)CN1Cc1cccc(C(F)(F)F)c1 (stereo not drawn),-0.8,-4,0.0,7,1,-10,-2,-16,96
Cc1ccc(-c2nc3c(c(SCC(=O)N4CCOCC4)n2)COC(C)(C)C3)cc1,-1.7,2,-0.8,-8,-3,0,10,-31,101
CCOC(=O)COn1c(=O)c[n+]([O-])c2ccccc21,-2.1,-2,-1.7,4,4,-1,10,1,103
NS(=O)(=O)c1ccc(O)c(NC(=O)c2ccc([N+](=O)[O-])o2)c1,-3.0,-2,-0.5,-5,-3,18,10,-1,104
O=C(NCc1ccccc1Cl)c1ccc(S(=O)(=O)Nc2cccc(C(F)(F)F)c2)cc1,-2.2,2,-2.0,-9,-1,-18,32,-16,109
O=C(COc1ccc(F)cc1)NCCCn1ccnc1,-2.4,2,-0.7,-15,8,-7,16,-3,105
Cc1csc(NC(=O)Cc2nn(C)c(=O)c3ccccc23)n1,1.4,1,-2.2,-1,19,24,18,0,108
COc1c(Cl)cnn(-c2cccc(C)c2)c1=O,-1.8,-5,-1.6,-7,6,1,28,-3,103
Cc1cccc(N(C(=O)CS(=O)CC(=O)Nc2ccc3c(c2)OCO3)C(C)C(=O)NC2CCCC2)c1C (stereo not drawn),-2.1,9,-2.3,-1,3,5,x,-40,105
CN(CC(=O)Nc1cccc(F)c1)C(=O)CCNC(=O)c1ccc(Br)cc1,0.0,-4,1.6,1,-1,-13,14,-18,100
OCCC#Cc1ccc(CN2CCN(C3CCCCC3)C(CCO)C2)cc1 (stereo not drawn),-2.0,-2,-2.6,7,10,6,-4,2,107
Cc1nn(C)cc1C(C)NC(=O)c1cc(COc2ccc(F)c(F)c2)on1 (stereo not drawn),-4.8,-10,-1.0,-1,0,-2,-2,-37,92
CC(C)CCN1CCN(Cc2ccc(Sc3nncn3C)o2)CC1CCO (stereo not drawn),3.8,-9,-0.6,11,-9,15,19,-3,89
Cc1ccccc1C(=O)N1CCN(c2ccc(NC(=O)Cc3ccccc3)cc2)CC1,-1.4,1,-0.9,2,8,-10,-2,-49,104
Cc1cc(C)c(C)c(OCCCn2ccnc2)c1,-2.4,-5,0.8,0,6,14,26,7,100
COc1ccc(OC)c(CN2C(=O)c3ccccc3C2C(=O)NCC2CCCO2)c1 (stereo not drawn),-0.9,2,-2.6,2,-3,10,-12,-17,108
CCOC(=O)c1cnc(-n2[nH]c(C)cc2=O)[nH]c1=O,-0.6,2,-2.9,14,-6,31,-24,-8,90
Cc1cccc2nc(-c3cccc(NC(=O)Cc4ccccc4)c3)cn12,-0.7,-6,1.5,-14,-2,13,25,-7,97
CCN(CC)C(=O)CSc1nc(N)c(C(=O)Nc2ccc(OC)cc2)s1,-0.9,2,-1.2,6,-2,3,27,-23,97
Cc1c(C(=O)NCC2CCCO2)oc2ccc(S(=O)(=O)N3CCCC3)cc12 (stereo not drawn),-3.0,0,-1.9,3,4,-13,13,-23,118
CCC1CCCCN1C(=O)c1ccc(OC2CCN(C(=O)COC)CC2)cc1 (stereo not drawn),-1.5,-3,-1.0,-2,3,0,13,-25,105
CCc1nnc(NC(=O)CSc2nnc(C3CC3)n2C)s1,-2.8,7,-4.0,2,10,2,14,-5,121
Cc1ccsc1C(=O)OCC(=O)NCc1ccc2c(c1)OCO2,-1.8,-6,-0.8,3,0,25,18,0,98
CC(C)C(C)NC(=O)Cn1cnc2c(oc3ccccc32)c1=O (stereo not drawn),-2.3,-3,-1.8,-3,-5,-5,6,0,92
Nc1cc(Oc2ccc(F)cc2F)cc([N+](=O)[O-])c1,0.1,-10,0.7,5,-7,-33,15,8,89
Cn1c(NCc2cc(Br)ccc2O)nc2ccccc21,-1.8,20,0.1,-10,4,-10,1,6,110
CSc1ncccc1C(=O)OCC(=O)NC(N)=O,-1.3,-16,1.8,-5,-7,7,10,-2,70
COc1ccc(CCNc2nc3ccccc3n3cnnc23)cc1OC,-2.7,3,-1.6,-12,-1,11,2,-3,96
NC(=O)CSc1nc(N)c2c3c(sc2n1)CCCCC3,-1.5,3,1.2,4,-10,8,8,-9,85
COc1cccc(OC)c1CNC(=O)CCSCc1ccccc1F,-2.6,1,-1.9,-7,1,-1,2,-18,103
C/C(=N\Nc1ccc(C(=O)O)cc1)c1ccc(-n2ccnc2)cc1,-2.9,17,1.0,-5,1,17,-2,-5,101
O=S(=O)(Cc1ccccc1)N1CCN(Cc2ccc3c(c2)OCO3)CC1,-1.1,-21,-3.0,-6,0,-8,x,-7,101
COC(=O)c1nc(NC(=O)c2ccccc2Br)n[nH]1,-3.0,-7,-1.7,0,0,3,-11,-2,105
COc1ccc(C(c2nnnn2Cc2ccccc2)N2CCN(C(=O)c3ccco3)CC2)cc1OC (stereo not drawn),-6.5,-23,-1.8,15,1,11,16,-30,113
Clc1ccc(-c2csc(N3CCOCC3)n2)cc1,-1.4,8,-0.9,-2,-43,4,-8,-10,96
CCNc1nc(Cl)nc(NCc2ccccc2)n1,-2.1,-1,-2.2,6,-1,34,10,-1,97

# A run of entries of the results above, for reference:
SMILES,IMP-1 inh,PfM18AAP inh,VIM-2 inh,NS3 helicase inh,MEKK2mut PB1 HTS,SUMO HTRF inh,NALP1 yeast inh,FID counter,MEKK2 WT-MEK5
CCN(CC)C(=O)CSc1nc(N)c(C(=O)Nc2ccc(OC)cc2)s1,-0.9,2,-1.2,6,-2,3,27,-23,97
Cc1c(C(=O)NCC2CCCO2)oc2ccc(S(=O)(=O)N3CCCC3)cc12 (stereo not drawn),-3.0,0,-1.9,3,4,-13,13,-23,118
CCC1CCCCN1C(=O)c1ccc(OC2CCN(C(=O)COC)CC2)cc1 (stereo not drawn),-1.5,-3,-1.0,-2,3,0,13,-25,105

# Screening results: PubChem BioAssay, several laboratories

# Rows are unselected. Share with any hit: about 4.7%.
